# Yp Topo-I inh: Yersinia pestis topoisomerase I inhibitors, primary screen, biochemical, cleavage product accumulation, plate reader, single point. DNA topoisomerase I (Yersinia pestis CO92). Y. pestis Topo-I cleavage product accumulation. activity, % at 10 µM. actives 0.064% (n = 360,000); in the data active means activity above about 50%, passing the limit was not always enough; inconclusive means no clear call, values can overlap the other calls; further: inactives centre near 2
# CCHF vOTU inh: CCHFV vOTU protease inhibitors, primary screen, biochemical, Pep-AMC substrate, fluorescence | Crimean-Congo hemorrhagic fever virus L polyprotein viral ovarian tumor (vOTU) protease … | inhibition, % at 11.5 µM | actives 0.55% (n = 370,000) | AID 651958, 2012; in the data active means inhibition above about 30%; further: 0% = vehicle wells with enzyme and 100% = no enzyme wells
# Anthrax LF prot: Bacillus anthracis LF protease inhibitors, primary screen, biochemical, multiplex microsphere, MLPCN library; multiplex microsphere protease cleavage assay; inhibition, % at 10 µM; AID 588501, 2011; actives 0.12% (n = 360,000); Lethal factor (Bacillus anthracis), P15917; further: plate controls were buffer without enzyme for full effect and enzyme alone for no effect
# Target sequence (P15917 whole entry, looked up): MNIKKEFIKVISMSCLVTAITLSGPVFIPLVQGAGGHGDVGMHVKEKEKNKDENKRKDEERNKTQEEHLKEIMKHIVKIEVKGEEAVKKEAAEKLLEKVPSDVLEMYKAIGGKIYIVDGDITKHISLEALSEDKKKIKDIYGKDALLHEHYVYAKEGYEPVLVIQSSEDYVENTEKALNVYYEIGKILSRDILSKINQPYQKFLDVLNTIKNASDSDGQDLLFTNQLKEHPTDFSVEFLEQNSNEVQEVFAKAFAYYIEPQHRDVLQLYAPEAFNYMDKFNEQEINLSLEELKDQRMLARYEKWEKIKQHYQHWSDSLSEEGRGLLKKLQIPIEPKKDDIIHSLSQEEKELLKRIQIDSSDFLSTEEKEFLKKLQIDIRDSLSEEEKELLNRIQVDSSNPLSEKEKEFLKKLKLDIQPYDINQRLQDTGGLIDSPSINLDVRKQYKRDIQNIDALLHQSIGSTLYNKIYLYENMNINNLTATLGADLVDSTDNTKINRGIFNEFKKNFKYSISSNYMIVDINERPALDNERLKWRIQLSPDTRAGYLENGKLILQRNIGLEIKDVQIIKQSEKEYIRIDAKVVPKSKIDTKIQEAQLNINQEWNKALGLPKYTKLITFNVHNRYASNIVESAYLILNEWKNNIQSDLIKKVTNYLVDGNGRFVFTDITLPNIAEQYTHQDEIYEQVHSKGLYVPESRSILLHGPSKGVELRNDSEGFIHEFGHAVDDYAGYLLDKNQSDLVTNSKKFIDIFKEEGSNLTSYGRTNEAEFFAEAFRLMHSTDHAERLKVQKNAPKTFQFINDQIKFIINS
# SARS 3CLpro inh: SARS-CoV 3CLpro protease inhibitors, primary screen, biochemical, quenched FRET; Replicase polyprotein 1ab (Severe acute respiratory syndrome coronavirus), P0C6X7; recombinant SARS-CoV 3CLpro, quenched FRET peptide cleavage; inhibition, % at 6 µM; actives 0.14% (n = 290,000); in the data active means inhibition above about 12%
# PriA SSB inh: inhibitors of Klebsiella pneumoniae PriA binding to SSB C-terminal tail, primary screen, biochemical, AlphaScreen; PriA–SSB C-terminal tail interaction (Klebsiella pneumoniae); AlphaScreen SSBct-PriA binding, biotinylated peptide; inhibition, % at 33 µM; actives 0.6% (n = 430,000); AID 1272365, 2023; in the data active means inhibition mostly above about 37%, no sharp cut-off; inactive means mostly below about 20%;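 further: plate controls were negative control peptide for no effect and reference peptide for full effect; strong numbers were not always called active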
# DUSP3 inh: VHR1 phosphatase inhibitors, primary screen, biochemical, absorbance, uHTS; recombinant VHR phosphatase, pNPP absorbance; inhibition, % at 13.3 µM; actives 0.52% (n = 290,000); AID 1654, 2009; in the data active means inhibition above about 50%; further: some compounds called inactive have numbers as strong as hits
# Target sequence (P51452 whole entry, looked up): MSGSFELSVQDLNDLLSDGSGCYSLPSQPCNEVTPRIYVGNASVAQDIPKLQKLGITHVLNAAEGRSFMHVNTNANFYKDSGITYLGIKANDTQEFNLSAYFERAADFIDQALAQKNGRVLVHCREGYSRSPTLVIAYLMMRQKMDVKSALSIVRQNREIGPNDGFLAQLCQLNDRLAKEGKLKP
# PfHsp40 yeast: rescue of yeast from PfHsp40 toxicity, primary screen, S. cerevisiae, ATP luminescence | growth rescue, % at 12.5 µM | actives 0.68% (n = 340,000) | AID 504582, 2011 | S. cerevisiae expressing PfHsp40, growth rescue; in the data active means growth rescue above about 28%, passing the limit was not always enough; inconclusive means no clear call, values can overlap the other calls;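 further: yeast W303a lacking pdr1 and pdr3 grown in galactose medium; growth measured after three days at 30 °C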
# TcdB GH inh: TcdB glycohydrolase inhibitors, primary screen, biochemical, single point, plate reader | Toxin B (Clostridioides difficile), P18177 | TcdB glycohydrolase enzymatic assay | inhibition, % at 9.99 µM | actives 0.24% (n = 350,000) | AID 652162, 2013; in the data active means inhibition above about 10%
# BH1578 lux ind: inducers of Vibrio cholerae quorum light production without autoinducers, primary screen, BH1578 luxS cqsA deficient, single point. V. cholerae BH1578 lux reporter, luminescence, 6 h. activation, % at 18.7 µM. actives 0.16% (n = 350,000). AID 588436, 2011; in the data active means activation mostly above about 9.7%, no sharp cut-off; inconclusive means no clear call, values can overlap the other calls; inactive means mostly below about 3.7%; further: not every result past the cut was called active; inactives centre near 0; reference of the scale not given here
# BoNT A protease: BoNT/A light chain protease inhibitors, primary screen, biochemical, flow cytometry, MLPCN library. Botulinum neurotoxin type A light chain protease (Clostridium botulinum A str. ATCC 3502). multiplex microsphere protease substrate cleavage. inhibition, % at 10 µM. actives 0.17% (n = 360,000); further: plate controls were buffer without enzyme for full effect and enzyme alone for no effect
# The depositor's hits bear a star; i = inactive; ? = inconclusive; . = not tested or not shown; & = joins results of further samples. Unless noted, no stated cut-off is given here; in the data, active means inhibition above about 30%; inconclusive means no clear call, values can overlap the other calls; inactive means below that. A portion of the library; rates above refer to the full screens.
# Start of the data: the first two records as a preview:
SMILES,Yp Topo-I inh,CCHF vOTU inh,Anthrax LF prot,SARS 3CLpro inh,PriA SSB inh,DUSP3 inh,PfHsp40 yeast,TcdB GH inh,BH1578 lux ind,BoNT A protease
O=C(CCc1nnc(CCCCc2ccccc2)o1)NCCc1cccnc1,-7,-3,-2,4,-11,26,-1.3,0.3,-2.8,0.1
Cc1noc(C)c1S(=O)(=O)N1CCCN(C(=O)/C=C/c2ccccc2F)CC1,9,-1,-7,.,-8,.,-1.2,0.6,-3.1,-2.4

# This part in full (from the top)
SMILES,Yp Topo-I inh,CCHF vOTU inh,Anthrax LF prot,SARS 3CLpro inh,PriA SSB inh,DUSP3 inh,PfHsp40 yeast,TcdB GH inh,BH1578 lux ind,BoNT A protease
O=C(CCc1nnc(CCCCc2ccccc2)o1)NCCc1cccnc1,-7,-3,-2,4,-11,26,-1.3,0.3,-2.8,0.1
Cc1noc(C)c1S(=O)(=O)N1CCCN(C(=O)/C=C/c2ccccc2F)CC1,9,-1,-7,.,-8,.,-1.2,0.6,-3.1,-2.4
COC(=O)CSc1nnc(CNC(=O)c2ccccc2OC)n1-c1ccc(OC)cc1,6,.,0,2,1,11,-1.7,1.1,-0.6,-0.5
CCN1CCN(C(=O)/C(=C/c2cccs2)NC(=O)c2ccc(C)c(C)c2)CC1,4,13,2,2,-6,14,-0.6,1.4,i,2.3
C/C(=N\NC(=O)c1ccc(Cn2cc([N+](=O)[O-])cn2)o1)c1cccc(NC(=O)c2cccnc2)c1,3,9,-1,-3,.,6,5.2,-0.9,-0.5,0.2
Cc1cc(-n2c(C)cc(C(=O)CSc3ncnc4ccccc34)c2C)no1,0,0,-1,2,-6,27,-0.1,.,-0.3,0.3
COc1ccc(NC(=O)N2CCCc3ccccc32)c(OC)c1,6,-1,-6,-3,11,32,0.2,1.6,-0.4,1.0
COc1ccc(C2=CC(=O)C[C@H](c3ccc(OC)c(OC)c3)C2)cn1,20,9,-1,.,-3,.,-0.7,1.8,i,-0.2
Cc1cc(OC(C)C(=O)NCc2ccccn2)c2c(C)c(Cc3ccccc3)c(=O)oc2c1 (stereo unspecified),0,-2,2,-2,4,-6,-0.5,-0.9,-0.4,0.3
C=CCOc1ccc(CN(C)C(=O)CNC(=O)c2ccc(-c3ccccc3)cc2)cc1,45,11,-1,6,-1,2,-1.0,0.3,-0.1,2.4
CCN(CC)C(=O)[C@H]1C[C@H](CC(=O)NC(C)(C)C)C(=O)N2CCc3c([nH]c4cc(CCC(=O)N(C)C)ccc34)[C@]12C,10,15,-2,.,1,.,1.1,0.5,1.1,-0.2
COc1cc(OC)cc(C(C(=O)NC2CCCCC2)N(C(=O)c2ccno2)c2ccccc2)c1 (stereo unspecified),-6,1,-2,3,-4,12,-0.5,.,4.8,1.0
CCOC(=O)Nc1ccc2c(c1)N(C(=O)N1CCN(C)CC1)c1ccccc1S2,0,4,-2,2,26,17,1.8,.,i,-0.5
COc1cc(-c2nc3ccc4ccccc4c3c3c2CCC3)cc(OC)c1OC,2,11,-5,3,2,6,-0.9,.,i,1.8
CCN(CCCNC(=O)C1CCCN(S(=O)(=O)c2cnc[nH]2)C1)c1ccccc1 (stereo unspecified),3,-6,-4,-2,-9,41,-0.5,0.0,-0.2,-0.5
Oc1ccc2ccccc2c1C=Nc1ccc(Cl)cn1,1,2,0,2,-8,9,-1.3,1.3,i,-0.1
CCOC(=O)c1c(C)oc2ccc(OC(=O)COc3c(F)c(F)c(F)c(F)c3F)cc12,14,9,-1,3,-4,40,1.5,0.1,0.8,0.4
O=C(O)C1OC1(c1ccccc1Cl)c1ccccc1Cl (stereo unspecified),-6,6,-1,.,-18,.,-0.8,2.5,-1.6,-0.1
COc1ccccc1CC1(C)C(=O)Nc2ccc(OC(F)(F)F)cc21 (stereo unspecified),22,29,4,.,.,.,.,2.6,0.0,0.0
COc1ccc(CCNC(=O)C2CCN(C(=O)c3cccs3)CC2)cc1,3,10,-3,4,-13,13,0.9,0.9,-0.3,-0.3
O=C(NCCS(=O)(=O)NCc1ccc(F)cc1)c1ccccc1,18,-5,6,.,-9,.,-0.1,-1.7,i,2.0
C=CCSc1nc(N)c(C(=O)Nc2ccccc2)cc1C#N,-8,14,-7,7,-5,16,0.6,.,i,0.6
COc1ccc(C(=S)N2CCCC2)cc1Br,4,-50,4,-1,-14,-10,0.7,-0.9,-0.4,0.9
COc1ccccc1N1CC(C(=O)NCCN2C(=O)S/C(=C\c3cccnc3)C2=O)CC1=O (stereo unspecified),6,15,-4,.,-15,.,0.0,0.6,0.9,-1.2
CCOc1ccc(C(=O)CCC(=O)N(CC)CC(=O)NCc2ccc(Cl)cc2)cc1,16,7,-6,-4,10,0,0.1,-0.8,-0.8,-7.5
N#Cc1c(Cl)cccc1-n1ccnc1,-3,-12,2,-9,1,24,-2.1,.,-0.2,2.2
Cc1noc(C)c1C(=O)NC1=NCCS1,-3,-8,2,-1,-7,10,-0.5,-0.9,0.5,4.3
N/C(=N\OC(=O)CCCOc1ccccc1)c1ccccc1,10,-6,0,3,.,8,1.2,0.3,i,0.4
CS(=O)(=O)C1=C(O)C(=O)N(CCCC(=O)O)C1c1ccccc1F (stereo unspecified),-7,-2,1,-7,-14,1,-0.7,.,i,3.4
CCc1nc2ccc(C(=O)N3CCN(S(=O)(=O)CC)CC3)cn2c1N(C)C(=O)C1CCCCC1,-12,16,0,.,.,.,.,-4.4,-4.5,-0.5
COc1cc(C2NC(=O)C(C#N)=C(Nc3cccc(C)c3)S2)ccc1O (stereo unspecified),-10,1,2,1&-2,-6,-7&6,-1.0,0.9,-0.4,0.4
OCCNc1ncnc2ccc(Br)cc12,4,1,-3,-1,-10,-9,0.4,.,.,0.2
O=C(Nc1ccc2c(c1)OCO2)c1ccc2nc([C@@H]3O[C@H](CO)[C@H](O)[C@H](O)[C@H]3O)[nH]c2c1,0,4,-1,.,.,.,.,-0.1,i,-0.2
COc1ccc(CNC(=O)CCCN2C(=O)c3ccccc3C2=O)cc1,-3,7,0,-1,-3,-3,-1.8,0.7,-0.3,-0.3
CCCN1CCC(NC(=O)Nc2ccc(Br)cc2)CC1,-1,0,-1,1,-13,12,0.3,0.3,i,-0.3
CC1C(=O)CC(c2ccccc2)N(C)C1c1ccccc1 (stereo unspecified),-3,3,-2,.,-10,17,0.9,1.1,0.3,0.0
CS(=O)(=O)Nc1ccc(S(=O)(=O)NCCc2ccccc2)cc1,-9,15,-3,7,-20,-8,-1.1,.,-2.2,-1.5
OCCC1CN(Cc2cccc(OC3CCCC3)c2)CCN1Cc1ccsc1 (stereo unspecified),19,5,-1,2,0,4,-0.3,0.0,i,-0.8
N#CN/C(=N\S(=O)(=O)c1ccccc1)c1ccccc1,0,15,-6,-2,.,21,1.0,1.7,-0.3,1.3
COc1cc(CNC2CCCCC2OC)cc(OC)c1OC (stereo unspecified),-7,-8,2,0,-5,-2,-0.6,-0.5,6.1,0.0
Cc1c(NC(=O)C2CCCO2)cccc1[N+](=O)[O-] (stereo unspecified),9,0,-6,3,-8,5,0.5,.,-0.2,1.7
Cc1ccc(C(=O)N/C(N)=N/c2nc3ccccc3o2)cc1,7,-1,7,4,.,10,23,-0.8,.,1.3
COc1ccc(CCNC(=O)c2cc(S(=O)(=O)N3CCC4(CC3)OCCO4)ccc2F)cc1OC,4,-4,-1,-3,4,14,1.4,1.9,0.4,-0.4
CC(NC(=O)CN(C)CC(=O)Nc1ccc(Cl)cc1)c1ccc(F)cc1 (stereo unspecified),-2,9,-11,.,-2,.,-1.9,1.0,-0.2,-0.4
CCCNC(=O)c1nnsc1S(=O)(=O)c1ccc(Cl)cc1,6,15,-3,4,-19,3,120*,0.1,-0.2,-1.7
COc1ccc(S(=O)(=O)N2CCN(C(=O)c3ccco3)CC2)cc1C(C)(C)C,24,-2,-13,-1,7,0,20,-0.4,1.0,-0.2
Cc1ccc(NC(=O)COC(=O)C(NS(=O)(=O)c2ccc(Cl)cc2)C(C)O)cc1C (stereo unspecified),13,-9,2,2,-5,8,-0.1,-0.2,i,0.1
CC(C)N(C(=O)COC(=O)c1cccc(C(=O)OCC(=O)N(C(C)C)C(C)C)n1)C(C)C,0,1,8,0,3,2,-0.5,2.4,1.7,-0.5
CCCc1noc2c1/C(=N\O)CC(CC(C)SCC)C2 (stereo unspecified),2,-3,-6,4,.,11,-0.5,1.1,9.2,-0.3
CC(C)(C)NC(=O)NC(=O)COC(=O)c1ccc(OC(F)(F)F)cc1,-1,27,2,5,5,39,1.2,.,2.0,-0.2
COc1ccc(OC)c(NC(=O)c2[nH]c(C)c(C(C)=O)c2C)c1,2,9,-6,-6,5,18,-0.5,.,-0.4,0.2
O=C(NCCN1CCOCC1)C1CCC(=O)N1Cc1ccccc1Cl (stereo unspecified),1,6,3,-2,-5,-1,1.2,.,3.4,0.4
CCOC(=O)C1=C(N)Oc2cc(C)[nH]c(=O)c2C1c1ccncc1 (stereo unspecified),-6,-1,-2,2,5,17,0.2,.,i,-0.2
Cc1ccc(S(=O)(=O)N2CCOCC2)cc1C(=O)NCCN1C(=O)S/C(=C\c2ccccc2Cl)C1=O,30,-9,0,-1,13,2,1.8,.,-0.3,-0.4
COc1ccc(S(=O)(=O)N(C)C(C)CCc2ccco2)cc1 (stereo unspecified),21,-4,-5,-2,1,-7,-0.2,0.9,i,-1.4
N/C(=N\OC(=O)c1ccc(Br)cc1)c1ccccc1,3,3,-2,3,.,13,0.0,.,i,-5.2
CC1CN(S(=O)(=O)c2ccccc2)CC(C)O1 (stereo unspecified),-10,3,0,-1,-4,-8,-1.0,0.7,i,?
CCC(=O)Nc1ccc(Cl)c(NC(=S)NC(=O)COc2ccccc2)c1,6,-1,2,-1,-1,17,-0.7,0.1,-0.3,-0.1
Cc1cccc(N2CCN(C(=O)C3CCC(=O)N(C4CC4)C3)CC2)c1C (stereo unspecified),-6,8,-1,0,0,-15,-1.3,-0.1,-1.8,1.6
Cc1ccc(C)c(-n2c(Cc3cc(=O)[nH]c(=O)[nH]3)nnc2SCC(=O)NCc2ccco2)c1,2,1,-5,1,-6,.,-2.5,.,-3.4,-0.3
CCOc1ccc(N=C(/C(C(=O)C(=O)N2CCOCC2)=C(/O)c2ccccc2)c2ccccc2)cc1,1,-4,6,1,.,16,-0.8,0.3,-1.2,-0.3
c1ccc(Cc2nnc(N3CCOCC3)c3ccccc23)cc1,12,-9,1,5,-5,-16,-0.4,.,.,0.1
CC(=O)Nc1nnc(SCC(=O)Nc2ccc3c(c2)OCCO3)s1,4,23,-2,-5,-10,-17,-0.2,0.2,-0.3,1.4

# Screens: PubChem BioAssay, several laboratories
